B2AR arrestin – beta2AR (human) beta-arrestin recruitment activity; actives 0.02% (n = 330,000); Potency, µM (titrated, usually from 46.1 µM), without a hit: at the highest dose activation, hits mostly activators; AID 492947; P07550; beta-arrestin recruitment to beta2AR, cell-based reporter;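 further: potency means the concentration at half of the fitted maximal effect; 0% = DMSO controls and full agonism = EC100 isoproterenol or metaproterenol; nearly all actives have a fitted effect of over 65% in size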
Target sequence (P07550 whole entry, looked up): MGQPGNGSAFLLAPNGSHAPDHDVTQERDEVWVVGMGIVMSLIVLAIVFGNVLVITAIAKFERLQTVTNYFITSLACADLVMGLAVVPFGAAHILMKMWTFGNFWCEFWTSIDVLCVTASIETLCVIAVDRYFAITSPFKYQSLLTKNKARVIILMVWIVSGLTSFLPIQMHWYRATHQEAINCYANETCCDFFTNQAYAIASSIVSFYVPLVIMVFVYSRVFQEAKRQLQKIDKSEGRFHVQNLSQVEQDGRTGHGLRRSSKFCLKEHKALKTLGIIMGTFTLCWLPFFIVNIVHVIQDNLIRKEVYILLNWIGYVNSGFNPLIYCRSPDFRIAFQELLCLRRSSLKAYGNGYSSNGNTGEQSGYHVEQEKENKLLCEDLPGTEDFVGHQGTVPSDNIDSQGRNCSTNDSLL
KCNH2 3.1 inh – blocks the human KCNH2 3.1 channel isoform; actives 0.95% (n = 340,000); AID 720553; activity change, % (tested at about 1.8 µM); U2OS KCNH2 3.1, thallium flux FluxOr; hits give low values;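 active means maximum activity change below -70%; inconclusive means maximum activity change from -70% to -50%; inactive means maximum activity change above -50%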;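 further: thallium influx rate constant from kinetic fluorescence after stimulation buffer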
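Channel expression came from 3.1 mutant virus (1.77 x 10^8 /mL) applied to suspended U2OS cells for 4 h. Flux was tracked with FluxOr dye plus Red40 quencher, and kinetic rate constants normalized to controls.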
PKM2 act – activators of human pyruvate kinase M2; Potency, µM (doses to about 57.5 µM), inactives show top-dose activation, hits mostly activators; purified PKM2, Kinase-Glo ATP luminescence, activation; response scale: 0% is enzyme alone, no compound; actives 0.34% (n = 260,000); P14618; AID 1631; further: potency means the concentration at half of the fitted maximal effect; nearly all actives have a fitted effect of over 55% in size
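Purified hPK-M2 (>95% pure) converted ADP (0.1 mM final) to ATP with 0.5 mM PEP in 50 mM imidazole pH7.2, KCl, MgCl2, Tween 20, BSA; 1 h at room temperature. ATP detected by Kinase-Glo luminescence.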
USP2a inh – inhibitors of human ubiquitin-specific protease USP2a | USP2 core, Ub-CHOP2 coupled fluorogenic reporter, 485/531 | Potency, µM (doses to about 38.3 µM), for inactives: at the highest dose activity change, negative = inhibition, actives largely listed as inhibitors | actives 0.01% (n = 330,000);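 further: potency means the concentration at half of the fitted maximal effect; plate controls were DMSO wells for no effect and full inhibition by NEM control for full effect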
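Deubiquitinase activity read as fluorescence (485/531 nm) after Ub-CHOP2 cleavage activates the enterokinase reporter on its substrate; USP2 core 10nM, Ub-CHOP2 and substrate 25nM each, 30min compound preincubation then 60min RT; data normalized to NEM, curves fitted.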
uPA generation – cell surface uPA generation inhibition; cell surface uPA generation assay, qHTS; Potency, µM (titrated, usually from 38.3 µM), for the others: at the highest dose activity change, negative = inhibition, most hits filed as inhibitors; actives 0.31% (n = 330,000); active means well fitted inhibition curve with a large enough effect; inconclusive means small, poorly fitted or top-dose-only effect; inactive means no such curve, though single readings can be large or run the other way; tested in mouse RAW 264.7 cells; further: potency means the concentration at half of the fitted maximal effect; nearly all actives have a fitted effect of over 55% in size
KCNH2 WT inh – KCNH2 (human, wildtype) channel inhibition; U2OS, BacMam KCNH2, thallium flux FluxOr; hits give low values; activity change, % at 1.84 µM; actives 0.37% (n = 340,000); AID 720551;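 active means maximum activity change below -70%; inconclusive means maximum activity change between -70% and -50%; inactive means maximum activity change above -50%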
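U2OS cells transduced with wild-type KCNH2 virus are loaded with FluxOr dye for 45 min, and thallium flux is measured in kinetic reads before and after stimulation buffer. Rate constants are normalized to DMSO controls.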
GALK inhibitor – inhibitors of human galactokinase | P51570 | actives 0.007% (n = 270,000) | Purified GALK, Kinase-Glo residual ATP luminescence | AID 1868 | Potency, µM (titrated, usually from 57.5 µM), without a hit: top-dose activity change, negative = inhibition, usual class: inhibitors; further: potency means the concentration at half of the fitted maximal effect
Target sequence (P51570 whole entry, looked up): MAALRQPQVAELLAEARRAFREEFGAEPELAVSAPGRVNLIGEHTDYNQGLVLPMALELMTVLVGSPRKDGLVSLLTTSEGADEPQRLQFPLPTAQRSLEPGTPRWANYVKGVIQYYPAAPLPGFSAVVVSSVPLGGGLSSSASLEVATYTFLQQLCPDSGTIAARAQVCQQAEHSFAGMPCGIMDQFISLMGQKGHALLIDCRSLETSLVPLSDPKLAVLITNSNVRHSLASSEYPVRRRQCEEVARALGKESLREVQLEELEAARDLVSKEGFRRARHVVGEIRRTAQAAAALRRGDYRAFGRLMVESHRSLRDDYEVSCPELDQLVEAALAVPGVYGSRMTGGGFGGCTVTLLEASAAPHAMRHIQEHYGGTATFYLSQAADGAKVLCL
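Quantitative HTS: GALK 5 nM, ATP 35 uM, galactose 100 uM, 1 h room temperature, then luciferase-based ATP detection.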
Eya2 phos inh – inhibitors of human Eya2 phosphatase activity; recombinant Eya2, OMFP fluorescence dephosphorylation (OMFP is methylfluorescein phosphate); actives 0.006% (n = 330,000); Potency, µM (titrated, usually from 76.9 µM), for the others: at the top dose activity, negative = inhibition, actives largely listed as inhibitors; further: potency means the concentration at half of the fitted maximal effect
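Eya2 (0.2 uM) preincubated 10 min at ambient with compound, then OMFP substrate added at 50 uM; 10 min reaction in 50 mM HEPES pH 7.5, 50 mM NaCl, 5 uM MgCl2, 0.05% BSA, 1 mM DTT. Fluorescence read at Ex 485/Em 525 nm.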
BCR signal inh – blocks chronic active B-cell receptor signaling; ABC-DLBCL IkBa-CBG/CBR reporter, luminescence ratio, 4 h; Potency, µM (titrated, usually from 46.1 µM), for inactives: at the highest dose ratio change, negative = lower green/red ratio, hits mostly inhibitors; actives 0.05% (n = 340,000); active means well fitted inhibition curve with a large enough effect in the signal ratio, with a control signal flat, not every such curve was filed as active; inconclusive means small, poorly fitted or top-dose-only effect, or effect the other way, or a change in a side signal; the % refers to the signal ratio;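 further: potency means the concentration at half of the fitted maximal effect; plate controls were basal doxycycline-induced cells for no effect and cells given 10 µM MG132 for full effect; MG132 reads +100%, hits lower the ratio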
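Compounds up to 46 uM were incubated four hours with TMD8 cells whose green CBG68 luciferase is fused to IkappaBalpha; red CBR luminescence normalised the signal, and concentration-effect curves were fitted to fusion, red and ratio data.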
Giardia kill – Giardia lamblia killing | Giardia lamblia trophozoite viability | activity change, % at 7.66 µM, hits read low | actives 0.15% (n = 340,000) | AID 540267; in the data active means activity change below about -80%; inconclusive means between about -30% and that limit;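 further: parasites exposed to compound for two days anaerobically before the ATP read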
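ATP-content bioluminescence gauges trophozoite survival. Cells (100/well) receive compound and incubate anaerobically for 48 hrs at 37 deg C; detection reagent follows for 15-30 min at room temperature.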
Coupling enz – inhibits coupling enzyme system, counter-screen for aldolase hits | coupling enzyme system counterscreen, AmpLite Red fluorescence | activity change, negative = inhibition, % at 58.2 µM, hits read low | actives 0.67% (n = 290,000) | AID 2472; in the data active means activity change below about -30%
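Compounds tested against the coupling enzymes alone at 57.5 uM final; readout was AmpLite Red fluorescence (525/598 nm) after 20 min at RT.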
An asterisk follows results filed as active; ? = inconclusive; · = no result given; [ ] = dose if it differs, or a comment. Unless noted, the call rests on the fitted dose curve; in most records, active means well fitted curve in the direction sought with a large enough effect; inconclusive means small, poorly fitted or top-dose-only effect, or another doubt; inactive means no such curve, though single readings can be large; an effect the other way counts as inactive or inconclusive. Unless noted, on the % scale 0 is the no-effect control and ±100 the full control effect. An unsorted share of the library. About 2.4% of those tested had a hit in this group.

Value order – USP2a inh	KCNH2 WT inh	PKM2 act	B2AR arrestin	BCR signal inh	GALK inhibitor	uPA generation	KCNH2 3.1 inh	Giardia kill	Coupling enz	Eya2 phos inh
(1) COCCn1c(C)cc(C(=O)CN2C(=O)NC3(CCCCCCC3)C2=O)c1C
    -0.8%	-0.3	-1.3%	-0.3%	-3.6%	0.0%	8.9%	-2.9	13.5	0.6	14.8%
(2) COc1cccc(N2CCN(c3ncnc4c3cnn4-c3ccc(C)cc3C)CC2)c1
    0.1%	15.2	-0.1%	-0.7%	?	2.3%	?	-1.2	22.7	-4.0	-4.2%
(3) N#CCO/N=C(\c1ccccc1)c1ccncc1
    1.9%	18.8	-0.5%	-0.7%	0.0%	-0.3%	·	-10.7	39.6[activator]	-2.5	-9.4%
(4) COc1cccc(OCCSc2nnc3sc4ccccc4n23)c1
    -6.3%	1.7	-1.5%	0.4%	?	-0.1%	-9.2%	9.7	22.8	-41.6*	-2.6%
(5) O=C(NCCCl)Nc1cccc(Br)c1
    1.3%	12.6	-10.0%	0.2%	3.3%	0.3%	2.8%	11.3	9.5	1.1	2.1%
(6) COc1ccc(N2CCN(S(=O)(=O)c3ccc(C(=O)NC4CCCC4)cc3)CC2)cc1
    -0.9%	4.6	?	-1.3%	7.3%	-0.4%	6.6%	-2.3	29.2	2.7	8.7%
(7) O=C(CSc1nc(-c2ccc(F)cc2)cc(C(F)(F)F)n1)Nc1ccc2c(c1)OCO2
    5.5%	2.9	1.3%	-0.5%	0.5%	-0.8%	6.2%	-11.0	6.9	-0.7	-7.1%
(8) COc1cc(NC(=O)COC(=O)CC2CC3CCC2C3)cc(OC)c1 (stereo not given)
    -1.1%	10.1	·	-0.1%	2.6%	·	3.4%	-21.5	12.4	·	-16.4%
(9) CC1CCCC(C)N1CCCNC(=O)c1cc2c(=O)n(C)c3ccccc3c2n1C (stereo not given)
    -2.9%	-7.8	20.5%	0.0%	-14.1%	2.2%	-13.5%	-0.1	12.0	-0.4	-3.0%
(10) CC(=O)NCC1(O)CCCC(C)C1 (stereo not given)
    1.7%	2.8	2.8%	0.2%	-0.5%	0.0%	-2.0%	-12.6	-2.8	0.3	18.9%
(11) CCCC1(c2ccccc2)NC(=O)N(CC(=O)NCc2ccc(OC)cc2)C1=O (stereo not given)
    1.8%	9.8	·	-0.1%	0.9%	3.4%	14.3%	-27.2	16.4	0.0	?
(12) O=C(CCC1CCCN(C(=O)c2cccnc2)C1)NCc1ccccc1F (stereo not given)
    1.2%	-26.6	·	0.3%	5.0%	-6.7%	-14.3%	15.9	2.7	·	4.5%
(13) C/C(=N\NC(=O)CSc1nc2ccccc2o1)c1ccc(O)cc1
    5.0%	-1.5	2.4%	0.1%	-0.7%	6.5%	-1.9%	27.6	4.5	2.1	-2.4%
(14) Cc1ccc(C)c(C(=O)CN2C(=O)c3ccccc3C2=O)c1
    0.1%	-2.6	2.1%	0.4%	12.2%	5.4%	-4.8%	-3.4	1.4	-0.9	6.6%
(15) CCC(C)[C@H](NC(=O)OC(C)(C)C)C(=O)N/N=C/c1ccc2cc(OC)ccc2n1 (stereo not given in full)
    0.6%	-3.6	6.6%	2.6%	1.3%	0.5%	2.7%	-3.4	28.6	4.8	-1.1%
(16) Cc1ccc2nc(C)cc(N/N=C/c3cccc(O)c3)c2c1
    0.4%	-21.6	-0.8%[11.5 µM]	0.0%	-2.4%	-5.4%	0.5%	-23.5	-16.0	2.9	-20.7%
(17) O=C(Cn1cnc2c(NCc3ccccc3)ncnc21)NCCCc1ccccc1
    0.1%	-24.3	·	-0.4%	-1.9%	·	-10.7%	-8.0	-15.5	·	0.5%
(18) CSc1cccc(NC(=O)c2ccc(Cl)nc2)c1
    0.9%	-6.9	1.7%	-0.5%	11.9%	-4.0%	12.0%	-0.4	-2.8	·	-1.3%
(19) COc1ccc(C)cc1S(=O)(=O)N(C)CC(N)=O
    0.1%	12.0	-4.9%	-0.6%	2.4%	-0.9%	3.5%	-4.5	5.4	2.0	26.9%
(20) CCCCCN(C(=O)CCC(=O)OCc1cc(C(C)=O)ccc1OC)c1c(N)n(CCCC)c(=O)[nH]c1=O
    0.4%	-2.4	·	-0.4%	?	·	-5.3%	-47.3	-6.0	·	8.1%
(21) COc1cc(C)c(S(=O)(=O)NC2CC(C)(C)NC(C)(C)C2)cc1C
    1.4%	8.3	-1.8%	-1.6%	-4.1%	-0.3%	-4.7%	-2.4	17.4	-1.3	-30.9%
(22) Cc1cc(NC(=O)Cc2cccs2)nn1CC(=O)NCc1ccco1
    3.5%	1.1	-0.3%	-0.6%	?	0.0%	-3.5%	-9.8	-10.9	0.7	16.7%
(23) COc1cc(NC(=O)CCN2CCN(CCO)CC2)cc(OC)c1
    1.1%	-11.0	-1.0%	3.3%	-14.6%	·	0.1%	-12.7	-11.3	-1.9	6.7%
(24) CCOc1ccc(N2CC(C(=O)Nc3cccc(S(=O)(=O)N4CCCC4)c3)CC2=O)cc1 (stereo not given)
    1.4%	4.1	·	-0.2%	-4.8%	·	-1.6%	-7.8	-8.0	·	-11.0%
(25) COc1ccccc1N1CCN(C(=O)c2cnn3cccnc23)CC1
    0.4%	·	-1.7%	-0.2%	12.4%	0.4%	·	·	·	1.6	2.1%
(26) COC(=O)c1cc(CN2CCN(c3ccccc3C)CC2)ccc1O
    1.7%	8.8	2.3%	-0.1%	-12.4%	1.2%	·	-24.5	-7.2	-0.3	-28.5%
(27) CCCCC(=O)Nc1ccc(C(=O)NNC(=O)c2ccco2)cc1
    1.6%	-153.7*	-3.2%	0.1%	?	-2.9%	4.2%	-12.6	-6.3	-1.7	-9.0%
(28) CCOC(=O)c1sc(NC(=O)CSc2nccc(C)n2)c(C#N)c1C
    5.7%	-5.9	1.8%	-0.2%	4.3%	1.3%	-0.5%	8.5	1.0	3.7	9.5%
(29) CC(=O)Nc1nc(C)nc(-c2ccccc2)c1C(C)=O
    -1.9%	2.3	1.6%	0.0%	-0.9%	3.7%	1.3%	-0.5	7.0	1.7	-6.1%
(30) CC1CCN(c2ccccc2NC(=O)c2ccc(C#N)cc2F)CC1
    1.4%	-7.2	0.4%	-0.7%	4.1%	-2.1%	-0.6%	-32.0	7.4	-2.9	-1.5%
(31) CCn1c(SCC(=O)c2ccccc2)nc2c(c1=O)SC(C)C2 (stereo not given)
    -5.6%	9.8	-10.8%	-1.1%	?	2.3%	-9.3%	-5.0	-0.5	7.6	-18.7%
(32) COCCN1C(=O)c2ccccc2C(C(=O)N2CCN(c3ccccn3)CC2)C1c1ccc(F)cc1 (stereo not given)
    -0.3%	-2.3	8.8%	1.7%	-7.0%	0.1%	-4.0%	-12.7	1.9	2.1	8.8%
(33) CN(Cc1ccccc1)C(=O)CCn1c(=O)c2cccn2c2cccnc21
    0.5%	4.7	·	0.3%	-8.2%	7.0%	-1.8%	24.1	9.5	·	-1.0%
(34) Cc1ccc(NC(=O)CSCC(=O)O)c(C)c1
    1.8%	-3.4	-1.3%	-0.3%	0.4%	2.1%	0.2%	3.2	3.2	5.1	9.4%
(35) CCc1ccc2nc(N(CCN(C)C)C(=O)c3ccc4ccccc4c3)sc2c1
    0.2%	9.1	·	-0.3%	2.3%	-3.5%	5.7%	-3.5	-10.4	-2.6	1.3%
(36) Cc1cc(Cl)ccc1OC(C)C(=O)NN=C1CCCCCC1 (stereo not given)
    -4.1%	1.6	·	-0.2%	-18.8%	-1.3%	0.2%	4.6	34.6[activator]	0.3	0.7%
(37) O=C1CCCN1CCC1CCN(C(=S)Nc2ccc(F)cc2)CC1
    1.8%	6.4	-3.3%	0.2%	-3.7%	-0.1%	-1.5%	2.4	-4.3	1.0	4.5%
(38) Cc1nc2ccccn2c1C(=O)N/N=C/c1cc(C)n(-c2ccc(Cl)cc2)c1C
    1.3%	-1.1	0.3%	0.3%	-3.1%	-4.9%	3.9%	6.5	20.3	1.9	-30.9%
(39) O=C(NN=C1CCCCCCC1)C(=O)NC1CCCCC1
    0.7%	-33.4	-0.4%	0.1%	-3.2%	-2.1%	-0.9%	2.4	16.1	2.2	3.9%
(40) COc1ccc(/C=N/n2c(SC)nnc(C(C)(C)C)c2=O)cc1
    2.0%	-3.4	-3.7%	0.0%	?	-1.4%	4.2%	-0.4	-20.4	-1.9	-3.5%
